Source: PubChem BioAssay (National Center for Advancing Translational Sciences (NCATS))
NPC1 prom act – NPC1 promoter activation; Huh7 NPC1 promoter luciferase reporter, 24 h; Potency, µM (titrated, usually from 9.22 µM), for inactives: at the highest dose activation, hits mostly activators; 2.4% of 320,000 active; AID 485313;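 further: potency means the concentration at half of the fitted maximal effect; % of control where 0% means no effect; nearly all actives have a fitted effect of over 60% in size; reporter is driven by a mutant NPC1 promoter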
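Luminescence read-out of NPC1 promoter-driven luciferase in stably transfected Huh7 cells; compounds delivered in DMSO and left 24 h at 37C, 5% CO2, qHTS titration format.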
RORg inh – ROR gamma (mouse) transcription inhibition; 5.4% of 310,000 active; AID 2551; P51450; Potency, µM (doses to about 53.6 µM), inactives show at the highest dose activity change, negative = inhibition, actives largely listed as inhibitors; Drosophila S2 Gal4-RORgamma UAS-luciferase reporter, 20 h; further: potency means the concentration at half of the fitted maximal effect; on the % scale 0 is the no-effect control and ±100 the full control effect; nearly all actives have a fitted effect of over 60% in size
Target sequence (P51450 whole entry, looked up, the tested form may be a part): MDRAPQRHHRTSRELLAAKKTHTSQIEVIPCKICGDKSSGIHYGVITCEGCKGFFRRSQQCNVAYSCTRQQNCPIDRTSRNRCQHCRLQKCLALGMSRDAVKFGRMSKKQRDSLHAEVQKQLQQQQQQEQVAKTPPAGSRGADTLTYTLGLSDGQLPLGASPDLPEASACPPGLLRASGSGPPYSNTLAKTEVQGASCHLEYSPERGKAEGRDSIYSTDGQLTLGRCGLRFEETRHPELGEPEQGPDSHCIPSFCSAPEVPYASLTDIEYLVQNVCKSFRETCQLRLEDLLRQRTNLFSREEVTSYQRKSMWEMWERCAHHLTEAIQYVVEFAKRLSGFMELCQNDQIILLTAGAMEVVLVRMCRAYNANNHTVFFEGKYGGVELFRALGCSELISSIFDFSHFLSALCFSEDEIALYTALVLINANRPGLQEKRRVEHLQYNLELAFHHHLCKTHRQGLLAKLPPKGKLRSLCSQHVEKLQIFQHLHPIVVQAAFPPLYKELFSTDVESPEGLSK
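ROR gamma transcriptional activity was tracked as Gal4-UAS luciferase output in stably transfected Drosophila Schneider cells, with compound added 1 hr before 700 uM copper sulfate induction and a 20 hr ambient-temperature incubation.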
Rab9 promoter act – Rab9 promoter activation. Huh7 Rab9 promoter-luciferase reporter, luminescence, 24 h. Potency, µM (series often up to 9.22 µM), inactives show top-dose activation, negative = inhibition, actives largely listed as activators. 2.8% of 320,000 active. AID 485297; further: potency means the concentration at half of the fitted maximal effect; % of control where 0% means no effect; nearly all actives have a fitted effect of over 60% in size
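Using Huh7 cells stably transfected with Rab9 promoter–luciferase, compounds were incubated 24 h at 37 °C, 5% CO2; luciferase luminescence was read 10 min after reagent addition.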
PKM2 activator – activators of human pyruvate kinase M2; purified PKM2, Kinase-Glo ATP luminescence, activation; response scale: 0% is enzyme alone, no compound; AID 1631; P14618; Potency, µM (titrated, usually from 57.5 µM), without a hit: at the top dose activation, actives largely listed as activators; 0.34% of 260,000 active; further: potency means the concentration at half of the fitted maximal effect; on the % scale 0 is the no-effect control and ±100 the full control effect; nearly all actives have a fitted effect of over 55% in size
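ATP formation by purified human PK-M2, quantified via coupled luciferase luminescence after 1 h at room temperature with 0.1 mM ADP and 0.5 mM PEP final.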
KCNH2 3.1 block – KCNH2 3.1 (human) potassium channel inhibition; U2OS KCNH2 3.1, thallium flux FluxOr; stronger effect = lower value; activity change, % (tested at about 1.8 µM); 0.95% of 340,000 active;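 active means maximum activity change below -70%; inconclusive means maximum activity change from -70% to -50%; inactive means maximum activity change above -50%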;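 further: thallium influx rate constant from kinetic fluorescence after stimulation buffer; on the % scale 0 is the no-effect control and ±100 the full control effect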
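Normalized rate constant (relative to positive and negative DMSO controls) derived from a 2 min kinetic fluorescence read after stimulation; U2OS cells expressing the 3.1 isoform via virus at 1.77 x 10^8 /mL.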
ELG1 repair inh – blocks ELG1-dependent DNA repair in HEK293T cells; HEK293T ELG1-luciferase reporter, luminescence, 16 h; DNA damage induced by 5-fluorouridine; Potency, µM (highest dose often 46.1 µM), for inactives: at the top dose activity change, negative = inhibition, hits mostly inhibitors; 2.3% of 330,000 active; further: potency means the concentration at half of the fitted maximal effect; on the % scale 0 is the no-effect control and ±100 the full control effect; nearly all actives have a fitted effect of over 55% in size
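Step one: seed 2,000 cells per well. Step two: pin-transfer compound or DMSO alongside 5-fluorouridine. Step three: incubate 16 hr, 37 °C, 5% CO2. Step four: add ONE-Glo, wait 30 min, read luminescence.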
MBNL1 CUG block – blocks human MBNL1 binding to CUG repeat RNA; Q9NR56; 0.036% of 280,000 active; Potency, µM (top dose mostly 57.5 µM), inactives show at the top dose activity change, negative = inhibition, actives largely listed as inhibitors; AID 2675; TR-FRET MBNL1-His/biotin-(CUG)12 binding, 665/545 ratio; active means well fitted inhibition curve with a large enough effect in the signal ratio, with a control signal flat, not every such curve was filed as active; inconclusive means small, poorly fitted or top-dose-only effect, or effect the other way, or a change in a side signal; inactive means no such curve, though single readings can be large or run the other way; the % refers to the signal ratio; further: potency means the concentration at half of the fitted maximal effect; on the % scale 0 is the no-effect control and ±100 the full control effect
Target sequence (Q9NR56 whole entry, looked up): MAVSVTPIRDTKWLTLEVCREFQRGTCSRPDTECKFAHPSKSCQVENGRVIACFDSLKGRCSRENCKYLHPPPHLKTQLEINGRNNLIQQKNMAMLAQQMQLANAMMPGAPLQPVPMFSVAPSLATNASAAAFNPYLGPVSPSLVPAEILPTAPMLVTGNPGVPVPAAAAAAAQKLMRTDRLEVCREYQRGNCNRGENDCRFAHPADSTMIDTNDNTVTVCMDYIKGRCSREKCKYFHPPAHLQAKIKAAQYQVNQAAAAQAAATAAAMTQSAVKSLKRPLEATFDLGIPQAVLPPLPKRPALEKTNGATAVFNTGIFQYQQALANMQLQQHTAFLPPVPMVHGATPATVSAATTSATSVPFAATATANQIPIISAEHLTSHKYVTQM
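TR-FRET readout: Ex 340 nm, 665/545 nm emission ratio, normalized to buffer-only (basal) and MBNL1-(CUG)12 controls. Complex of MBNL1-His with Biotin-(CUG)12, compounds 92 nM–58 uM, incubated 60 min at room temperature.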
Gal4-VP16 FLuc – inhibits Gal4-VP16 luciferase reporter, ROR gamma counter-screen. 3.5% of 310,000 active. Drosophila S2 Gal4-VP16 UAS-luciferase, luminescence, 20 h. Potency, µM (series often up to 53.6 µM), inactives show at the top dose activity, negative = inhibition, actives largely listed as inhibitors;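 further: Gal4-VP16 expression switched on by copper sulfate through the metallothionein promoter; potency means the concentration at half of the fitted maximal effect; on the % scale 0 is the no-effect control and ±100 the full control effect; nearly all actives have a fitted effect of over 50% in size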
FLuc counter – firefly luciferase modulation, counter-screen for miR-21 project; P08659; purified FLuc, Km substrates, luminescence inhibition; Potency, µM (series often up to 57.5 µM), for the others: top-dose activity change, negative = inhibition, hits mostly inhibitors; 6.9% of 360,000 active; AID 588342;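 further: potency means the concentration at half of the fitted maximal effect; plate controls were vehicle for no effect and reference inhibitor for full effect; nearly all actives have a fitted effect of over 55% in size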
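Purified P. pyralis luciferase (10nM final) with 10uM D-luciferin and 10uM ATP (Km levels) in 50mM Tris acetate pH 7.5, 10mM Mg acetate, 0.01% Tween-20, 0.05% BSA; qHTS 6-point titration, ~60 µM downward; luminescence read.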
Mito fusion act – mitochondrial division inhibition or fusion activation. S. cerevisiae fusion-defective mutant growth rescue, CellTiterGlo 48 h. Potency, µM (highest dose often 46.1 µM), without a hit: at the top dose growth rescue (activation), hits mostly activators. 0.23% of 320,000 active;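 further: potency means the concentration at half of the fitted maximal effect; % of control where 0% means no effect; nearly all actives have a fitted effect of over 45% in size; temperature-sensitive fusion mutants such as fzo1-1 at 37 °C on non-fermentable ethanol glycerol medium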
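Growth-rescue viability read-out: after 48 h at the non-permissive 37C in glycerol/ethanol YPEG, yeast mitochondrial fusion mutants are measured by CellTiterGlo luminescence; compounds (23 nl pinned per well) restoring growth score as division inhibitors or fusion activators.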
Menin-MLL TR inh – displaces Texas Red mutant MLL peptide from human menin; O00255; Menin + Texas Red MLL mutant peptide, fluorescence polarization; Potency, µM (series often up to 61.6 µM), without a hit: at the top dose FP activity change, negative = inhibition, actives largely listed as inhibitors; 0.23% of 270,000 active; AID 1768; active means well fitted inhibition curve with a large enough effect in the polarisation, with a control signal flat, not every such curve was filed as active; inconclusive means small, poorly fitted or top-dose-only effect, or effect the other way, or a change in a side signal; inactive means no such curve, though single readings can be large or run the other way; the % refers to the polarisation; further: potency means the concentration at half of the fitted maximal effect; % of control where 0% means no effect; many of its hits are not listed in these tables
Active calls of the source: *; ? = inconclusive; · = not tested or not shown; [ ] = dose if it differs, or a comment. Unless noted, the call rests on the fitted dose curve; in most records, active means well fitted curve in the direction sought with a large enough effect; inconclusive means small, poorly fitted or top-dose-only effect, or another doubt; inactive means no such curve, though single readings can be large; an effect the other way counts as inactive or inconclusive. This is a subset (hit frequency here may not be typical).

SMILES	NPC1 prom act	RORg inh	Rab9 promoter act	PKM2 activator	KCNH2 3.1 block	ELG1 repair inh	MBNL1 CUG block	Gal4-VP16 FLuc	FLuc counter	Mito fusion act	Menin-MLL TR inh
O=C(CCSc1ccc(F)cc1)NNC(=O)c1ccccc1Cl	-2.7%	·	-4.6%	·	0.1	40.8%	·	·	3.7%	-2.5%	·
Cc1cccn2cc(CCNS(=O)(=O)c3cccs3)nc12	-2.5%	4.3%	18.4%	3.4%	4.5	17.4%	-7.0%	-11.9%	-4.7%	-0.8%	·
COc1ccc2[nH]c(=O)c(CN(CCCN(C)C)C(=O)Nc3ccccc3)cc2c1	-2.8%	11.6%	3.4%	4.9%	-5.2	-4.1%	-1.8%	-3.3%	4.7%	1.1%	-2.6%
O=C(CCc1ccc(S(=O)(=O)N2CCOCC2)cc1)N/N=C/c1ccc(O)c(O)c1O	-3.8%	-19.8%	-0.2%	13.1%	2.6	-6.5%	·	-20.7%	?	0.1%	-2.2%
CCCCn1c(SCC(=O)Nc2ccc3c(c2)CCC3)nc2ccccc2c1=O	-21.9%	-1.8%	-0.8%	7.8%	-23.2	9.6%	-8.6%	-6.2%	3.0%	13.8%	-25.1%
COc1cc(S(=O)(=O)n2ccc(C)n2)c(OC)cc1Cl	-3.3%	-2.4%	-3.4%	-2.8%	-4.6	-2.9%	-2.9%	-0.5%	4.9%	-0.7%	·
Cc1ccccc1NC(=O)CN1C(=O)S/C(=C/c2cccnc2)C1=O	10.8%	?	-15.3%	·	26.9	9.8%	-4.6%	-7.2%	3.5%	3.6%	·
COc1ccc([C@H]2CC(=O)C=C(c3cccc(Cl)c3O)C2)cc1OC	-2.4%	·	-3.7%	·	·	?	·	·	1.0%	?	·
COc1ccccc1Nc1ccc(S(=O)(=O)N2CCCCC2)cc1[N+](=O)[O-]	-4.4%	-7.5%	-0.4%	-13.4%	-1.6	-2.8%	-1.1%	-4.7%	4.5%	-19.0%	-0.5%
CCOC(=O)Cn1c(C(C)=O)nc2ccccc21	-1.3%	-21.0%	-5.5%	-3.2%	3.9	1.8%	2.2%	-9.7%	5.5%	-2.3%	-7.8%
CCOC(=O)N1CCN(C(=O)c2ccc(CS(=O)Cc3ccccc3Cl)o2)CC1 (centres undefined)	-5.5%	4.4%	-5.9%	·	8.3	-1.3%	-5.5%	-7.2%	1.8%	1.4%	·
CCN(CC)C(=O)c1ccc2c(=O)n(CCOC)c(=S)[nH]c2c1	-3.4%	-11.2%	4.7%	-3.5%	-5.8	?	0.3%	-10.2%	2.0%	2.0%	0.2%
O=C(NCc1ccccc1Cl)c1ccc(CSc2nc3ccncc3[nH]2)cc1	-2.3%	?	-2.1%	30.0%	-2.7	?	-4.2%	-5.1%	-10.5%	4.6%	·
COc1ccccc1C(=O)N1CCN(C(=O)c2oc3ccc(C)cc3c2C)CC1	-0.8%	26.3%	8.4%	-2.4%	4.7	?	-9.8%	1.6%	1.7%	1.9%	?
CS(=O)(=O)N(CC(=O)Nc1ccc(S(=O)(=O)N2CCOCC2)cc1)c1ccccc1Cl	-3.4%	29.4%	-2.8%	21.3%	-6.3	-14.9%	2.2%	-2.7%	-0.8%	-2.6%	26.5%
Cc1noc(C)c1CSc1nc2ccccc2n1CCc1ccccc1	0.7%	7.08µM*	2.9%	-0.2%	-9.0	-3.7%	3.5%	?	-0.6%	12.6%	3.0%
O=C(CN(C(=O)CCC(=O)Nc1ccccn1)c1ccc(F)cc1)NCc1ccc(F)cc1	8.2%	7.6%	-9.1%	·	2.1	-3.2%	-3.0%	-2.9%	1.1%	2.4%	·
COc1ccc(NC(=S)N2CCN(c3ccccn3)CC2)cc1	0.4%	-24.2%	2.3%	2.3%	51.5	-11.6%	·	-6.3%	1.1%	-10.7%	0.0%
N#C/C(=C\c1ccc(-c2ccccc2[N+](=O)[O-])o1)C(=O)Nc1nc(-c2cccs2)cs1	-1.3%	?	-4.3%	-1.9%	-0.1	20.6µM*	24.5%	-0.8%	-2.3%	3.9%	?
O=C(CSc1nc2ccccc2c(=O)[nH]1)NCc1ccc(Cl)cc1	1.3%	-15.1%	-0.3%	-6.8%	6.0	0.4%	11.2%	1.3%	0.5%	-1.5%	1.5%
COc1ccc(-c2cc(C(=O)N3CCCCCC3)no2)cc1	0.398µM*	-36.7%	0.447µM*	-1.2%	-8.2	?	-2.4%	-18.7%	1.9µM*	6.1%	1.8%
Cc1ccccc1N(Cc1cc(=O)[nH]c2ccccc12)C(=O)C(C)C	-6.4%	5.2%	-10.6%	·	3.4	8.1%	-2.7%	-1.4%	-1.3%	4.3%	-23.2%
Cc1c(Cl)cccc1NC(=O)CCN1CCCCC1	-2.3%	29.2%[0.365 µM]	2.6%	-3.1%	6.0	1.6%	-4.6%	·	-1.2%	0.6%	-5.8%
O=c1c2ccccc2cnn1Cc1n[nH]c(=S)n1-c1ccccc1	0.1%	?	-3.6%	-20.0%	-7.1	3.7%	·	-1.3%	-6.0%	-1.0%	-1.3%
Nc1ncc2c(n1)CCN(c1ccc([N+](=O)[O-])cc1)C2	-2.6%	19.2%	-12.2%	·	-16.2	?	?	-3.8%	1.8%	7.0%	7.6%
Nc1c(C(=O)Nc2ccccc2F)sc2nc(Cc3ccccc3)cc(C(F)(F)F)c12	1.8%	1.3%	-4.7%	-15.1%	-6.4	?	2.2%	-2.6%	0.5%	1.7%	-4.9%
CCN(CC)C(=O)COC(=O)C1CCN(S(=O)(=O)c2ccc3c(c2)OCCO3)CC1	-0.3%	·	-2.9%	·	16.3	24.4%	·	·	-0.6%	2.2%	·
N#Cc1cc([N+](=O)[O-])ccc1NCCN1CCOCC1	0.4%	1.6%	-8.2%	6.1%	-16.9	-5.0%	?	3.3%	-1.9%	-4.7%	-6.7%
COc1cc(/C=C/C(=O)OCC(=O)Nc2nnc(-c3ccccc3)o2)cc(OC)c1OC	-2.4%	·	-5.7%	·	8.6	10.1%	·	·	-1.9%	3.5%	·
Cc1ccc(N(C(=O)c2csnn2)C(C(=O)NCc2ccccc2)c2ccccn2)cc1 (centres undefined)	1.8%	2.1%	-0.6%	·	0.3	-4.2%	1.2%	3.6%	-1.8%	-6.0%	-20.4%
O=C(c1c[nH]c2ccc(S(=O)(=O)N3CCOCC3)cc2c1=O)N1CCCC1	0.2%	-3.6%	-0.3%	1.9%	-11.2	6.1%	7.9%	2.6%	-0.2%	-0.7%	-0.1%
O=c1c2ccccc2cnn1CCOc1ccccc1	0.0891µM*	4.47µM*	0.1µM*	-45.7%	-3.2	?	-13.8%	3.98µM*	0.301µM*	-0.3%	-21.9%
CCSc1nnc(C)c2ccccc12	-2.3%	-8.8%	0.1%	3.6%	2.3	11.5%	6.3%	-1.7%	-3.3%	1.4%	-18.8%
CCCn1c(C(C)C)n[nH]c1=S	-8.6%	-24.3%	0.7%	0.5%	3.8	-3.4%	7.4%	0.1%	2.3%	-1.2%	·
O=C(COC(=O)c1ccc(S(=O)(=O)Nc2ccccc2)cc1)NC1CCCC1	-0.9%	3.1%	-1.4%	4.6%	-9.5	5.3%	-4.4%	-20.3%	2.6%	2.6%	3.6%
CCCN1Cc2cccc(C(=O)Nc3ccc4c(c3)OCO4)c2C1=O	-1.5%	-34.6%	0.5%	-0.1%	-0.5	?	1.9%	-5.7%	?	3.1%	25.3%
O=C(CCn1nnc2ccccc21)OCC(=O)c1ccc([N+](=O)[O-])cc1	-6.5%	-28.8%	-1.1%	2.2%	-3.1	-11.9%	?	0.0%	0.7%	1.6%	5.4%

Reprinted at random: 2 records from the list.
SMILES	NPC1 prom act	RORg inh	Rab9 promoter act	PKM2 activator	KCNH2 3.1 block	ELG1 repair inh	MBNL1 CUG block	Gal4-VP16 FLuc	FLuc counter	Mito fusion act	Menin-MLL TR inh
CCN(CC)C(=O)COC(=O)C1CCN(S(=O)(=O)c2ccc3c(c2)OCCO3)CC1	-0.3%	·	-2.9%	·	16.3	24.4%	·	·	-0.6%	2.2%	·
COc1ccc(-c2cc(C(=O)N3CCCCCC3)no2)cc1	0.398µM*	-36.7%	0.447µM*	-1.2%	-8.2	?	-2.4%	-18.7%	1.9µM*	6.1%	1.8%
